From PubChem BioAssay
GDH-TPI inh – counter-screen for M. tuberculosis FBA inhibitors: GDH-TPI coupled enzymes. GDH-TPI coupled enzyme counterscreen, NADH absorbance. inhibition, % at 4.8 µM. 360,000 compounds, 1.2% hits. AID 588335; in the data active means inhibition above about 30%;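 further: 0% = DMSO wells and 100% = wells lacking the enzyme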
PrPC surface inh – inhibitors of human cell surface prion protein PrPC; P04156; TR-FRET read-out; inhibition, % at 13.8 µM; 370,000 compounds, 0.43% hits; AID 720596; in the data active means inhibition above about 24%; further: 0% = median of the test wells and 100% = reference compound wells
FadD28 binding – blocks FadD28 binding to the bisubstrate probe; inhibition, % at 12.5 µM; fluorescence polarization; 360,000 compounds, 0.22% hits; in the data active means inhibition above about 8.5%, passing the limit was not always enough; inconclusive means no clear call, values can overlap the other calls
BioA inh – BioA (M. tuberculosis) enzyme inhibition; purified M. tuberculosis BioA enzyme, plate reader; inhibition, % at 9.99 µM; AID 602481; 360,000 compounds, 0.096% hits; in the data active means inhibition above about 40%; inconclusive means no clear call, values can overlap the other calls
BoNT-F LC inh – BoNT F light chain protease inhibition; 360,000 compounds, 0.22% hits; inhibition, % at 10 µM; Multiplex microsphere protease cleavage assay, flow cytometry; AID 588497; in the data active means inhibition above about 35%, passing the limit was not always enough; inconclusive means no clear call, values can overlap the other calls; further: plate controls were buffer without enzyme for full effect and enzyme alone for no effect
Rv3671c inh – Rv3671c (M. tuberculosis) protease inhibition; inhibition, % at 5.96 µM; 320,000 compounds, 0.048% hits; AID 2606; in the data active means inhibition above about 38%;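 further: extracellular domain of Rv3671c used as enzyme; 0% = enzyme with DMSO and 100% = no enzyme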
Target sequence (P9WHR9 whole entry, looked up, the tested form may be a part): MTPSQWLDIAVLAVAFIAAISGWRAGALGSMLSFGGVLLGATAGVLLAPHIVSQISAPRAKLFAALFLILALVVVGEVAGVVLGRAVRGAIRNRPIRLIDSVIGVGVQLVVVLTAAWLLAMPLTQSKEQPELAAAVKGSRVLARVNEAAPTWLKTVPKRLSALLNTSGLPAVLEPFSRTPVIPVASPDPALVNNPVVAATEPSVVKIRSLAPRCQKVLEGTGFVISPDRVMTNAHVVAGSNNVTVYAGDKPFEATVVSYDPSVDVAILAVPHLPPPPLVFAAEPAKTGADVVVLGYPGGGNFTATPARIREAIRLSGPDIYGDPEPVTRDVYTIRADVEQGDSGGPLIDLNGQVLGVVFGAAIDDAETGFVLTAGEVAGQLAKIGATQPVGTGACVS
MazF activator – activators of E. coli MazEF toxin-antitoxin RNase; P0AE70; FAM/BHQ RNA-DNA oligo cleavage fluorescence, 5 h; activation, % at 20 µM; 350,000 compounds, 0.32% hits; in the data active means activation above about 50%
Target sequence (P0AE70 whole entry, looked up): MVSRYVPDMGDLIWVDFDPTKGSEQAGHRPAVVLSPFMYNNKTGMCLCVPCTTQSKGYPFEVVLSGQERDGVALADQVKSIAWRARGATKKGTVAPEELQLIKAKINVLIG
Mtb FBA inh – Mtb fructose-bisphosphate aldolase inhibition. inhibition, % at 1 µM. purified M. tuberculosis FBA, fluorescence read-out. P9WQA3. 360,000 compounds, 2.3% hits; in the data active means inhibition above about 27%;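 further: 0% = vehicle and 100% = reference inhibitor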
Target sequence (P9WQA3 whole entry, looked up): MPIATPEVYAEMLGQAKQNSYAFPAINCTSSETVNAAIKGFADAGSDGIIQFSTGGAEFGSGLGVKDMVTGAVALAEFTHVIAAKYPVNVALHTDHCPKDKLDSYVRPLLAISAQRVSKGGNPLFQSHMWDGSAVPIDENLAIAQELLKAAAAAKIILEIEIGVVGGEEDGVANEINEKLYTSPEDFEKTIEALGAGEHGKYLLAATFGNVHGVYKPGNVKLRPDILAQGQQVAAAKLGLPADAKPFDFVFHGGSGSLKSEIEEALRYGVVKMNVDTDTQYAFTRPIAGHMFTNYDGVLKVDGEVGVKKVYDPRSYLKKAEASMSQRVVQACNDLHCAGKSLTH
UGM FP inh – Mtb UDP-galactopyranose mutase inhibition; P9WIQ1; purified UGM, fluorescence polarization probe displacement; inhibition, % at 10 µM; 320,000 compounds, 0.06% hits; AID 504406; in the data active means inhibition above about 10%, passing the limit was not always enough; inconclusive means no clear call, values can overlap the other calls
* = called active by the depositor; ? = inconclusive; · = not tested or not shown; & = joins results of further samples. The order is random; any-hit rate near 4.8%.

SMILES	GDH-TPI inh	PrPC surface inh	FadD28 binding	BioA inh	BoNT-F LC inh	Rv3671c inh	MazF activator	Mtb FBA inh	UGM FP inh
Cc1c(OCC(=O)NCC(O)c2ccccc2)ccc2c3c(c(=O)oc12)CCCC3 (stereo not given)	16	4	-1.4	1.3	-7	-9	10	21	3.0
Cc1ccccc1NC(=O)c1ccc(CN(c2ccccc2)S(=O)(=O)c2ccccc2)cc1	-7	-7	-2.3	-2.1	3	-32	2	-3	-0.8
O=C(C[n+]1cc(-c2ccc(F)cc2)n2c1CCC2)Nc1nc(-c2ccc(F)cc2)cs1	2	5	-1.6	·	6	1	27	3	-0.4
Cc1ccc(C(C)C)c(OCC(=O)Nc2sc3c(c2C#N)CC(C)(C)NC3(C)C)c1	-6	·	0.4	-1.8	9	-1	-3	-2	1.6
O=C(COC(=O)c1cccc(S(=O)(=O)N2CCCCCC2)c1)Nc1ccccc1C(F)(F)F	13	3	-2.5	0.0	-8	-3	-5	0	-1.0
Cc1sc(NC(=O)c2ccco2)c(CN2CCCCC2)c1C	6	-6	-2.2	0.6	-5	0	10	0	0.6
COc1ccccc1C(=O)NC(=O)COC(=O)CCOc1cc(C)ccc1C	4	7	-0.6	-0.1	-15	-5	-1	3	1.8
c1ccc(Cc2noc(CN3CCCC(CN4CCOCC4)C3)n2)cc1 (stereo not given)	9	6	-0.8	0.2	2	-9	2	-3	-3.2
COc1ccc(OC)c2c(C)cc(N3CCN(C(=O)c4ccc(Cl)cc4)CC3)nc12	10	-5	-1.5	0.0	-9	2	-1	10	-1.1
C[C@@H](O)Cc1cn(CC(=O)NCCCCCCCCCCC(=O)N2CCNCC2)nn1	-2	-4	-4.8	-3.2	-9	0	0	0	0.1
C[C@@H]1CN([C@@H](C)CO)C(=O)CCCn2nncc2CO[C@H]1CN(C)C(=O)C1CC1	-1	-1	-1.6	0.3&-2.1	8	·	4	-1	·
COc1ccc(C(NC(=O)c2ccco2)c2ccc(OC)c(OC)c2)cc1 (stereo not given)	6	5	-0.6	0.7	-10	-5	3	6	-1.6
CCCCC1CCC(C(=O)Nc2ccc(S(=O)(=O)Nc3nccs3)cc2)CC1 (stereo not given)	4	·	0.7	-1.3	-4	-12	0	-3	1.3
Nc1ccc(-c2c3ccc(=O)cc-3oc3cc(O)ccc23)cc1C(=O)O	3	-45	7.1	·	?	9	·	-18	45*
Cc1ccc(S(=O)(=O)N(CC(=O)NC2CCCC2)c2cccc(C)c2)cc1	-4	-4	-3.1	-1.5	13	1	5	1	·
COc1ccccc1S(=O)(=O)n1cc(Cc2ccccc2)c(N)n1	9	-1	-2.1	-1.6	9	-4	-3	3	4.4
O=C1C2C3C=CC(C3)C2C(=O)N1CCCO (stereo not given)	-6	-3	-2.8	-0.4	7	-3	-2	10	1.3
CCOC(=O)C1=C(C)N(c2ccc(OC)cc2)C(=O)/C1=C\c1cccs1	10	5	-1.0	·	8	1	48	2	1.1
Cc1ccc(-c2c(C)n([O-])c3c([n+]2=O)CCC3)o1	15	-4	-4.4	-0.3	-4	3	2	-8	0.5
S=c1[nH]nc(-c2ccc3ncccc3c2)n1-c1ccc2c(c1)OCCO2	5	6	-2.2	·	1	6	-5	0	·
c1ccc(Cn2cnc3ccccc32)cc1	0	13	1.1	1.0	4	1	14	0	-5.6
CNc1cccc(-c2cc(OC)ccc2OC)n1	5	6	-2.5	-2.1	-7	·	·	-2	·
O=C(NNC(=O)c1cc(Cl)ccc1O)c1cccc(S(=O)(=O)N2CCOCC2)c1	3	-1	-2.8	0.9	·	16	4	0	-0.2
OCCCc1n[nH]c(=S)n1-c1ccccc1	-8	-5	-2.7	·	-3	0	-2	1	-0.1
COc1ccccc1C(=O)Nc1ccnn1C1CCN(Cc2ccn[nH]2)CC1	1	1	-1.7	3.8	2	-1	-4	0	0.2

Sorted by SMILES length (largest number first): part of the list above.
SMILES	GDH-TPI inh	PrPC surface inh	FadD28 binding	BioA inh	BoNT-F LC inh	Rv3671c inh	MazF activator	Mtb FBA inh	UGM FP inh
C[C@@H]1CN([C@@H](C)CO)C(=O)CCCn2nncc2CO[C@H]1CN(C)C(=O)C1CC1	-1	-1	-1.6	0.3&-2.1	8	·	4	-1	·
O=C(COC(=O)c1cccc(S(=O)(=O)N2CCCCCC2)c1)Nc1ccccc1C(F)(F)F	13	3	-2.5	0.0	-8	-3	-5	0	-1.0
Cc1ccccc1NC(=O)c1ccc(CN(c2ccccc2)S(=O)(=O)c2ccccc2)cc1	-7	-7	-2.3	-2.1	3	-32	2	-3	-0.8
COc1ccc(OC)c2c(C)cc(N3CCN(C(=O)c4ccc(Cl)cc4)CC3)nc12	10	-5	-1.5	0.0	-9	2	-1	10	-1.1
C[C@@H](O)Cc1cn(CC(=O)NCCCCCCCCCCC(=O)N2CCNCC2)nn1	-2	-4	-4.8	-3.2	-9	0	0	0	0.1
CCOC(=O)C1=C(C)N(c2ccc(OC)cc2)C(=O)/C1=C\c1cccs1	10	5	-1.0	·	8	1	48	2	1.1
S=c1[nH]nc(-c2ccc3ncccc3c2)n1-c1ccc2c(c1)OCCO2	5	6	-2.2	·	1	6	-5	0	·
COc1ccccc1C(=O)NC(=O)COC(=O)CCOc1cc(C)ccc1C	4	7	-0.6	-0.1	-15	-5	-1	3	1.8
c1ccc(Cc2noc(CN3CCCC(CN4CCOCC4)C3)n2)cc1 (stereo not given)	9	6	-0.8	0.2	2	-9	2	-3	-3.2
O=C1C2C3C=CC(C3)C2C(=O)N1CCCO (stereo not given)	-6	-3	-2.8	-0.4	7	-3	-2	10	1.3
OCCCc1n[nH]c(=S)n1-c1ccccc1	-8	-5	-2.7	·	-3	0	-2	1	-0.1
c1ccc(Cn2cnc3ccccc32)cc1	0	13	1.1	1.0	4	1	14	0	-5.6

(listing goes on)
SMILES	GDH-TPI inh	PrPC surface inh	FadD28 binding	BioA inh	BoNT-F LC inh	Rv3671c inh	MazF activator	Mtb FBA inh	UGM FP inh
COc1ccc(CC(C)N2CCN(Cc3ccccc3)CC2)cc1OC (stereo not given)	4	·	-0.5	-0.2	4	-1	15	-1	3.9
Cc1ncc(CN2CCN(Cc3ccccc3)C(CCO)C2)s1 (stereo not given)	17	-4	-2.6	-1.8	-14	-1	0	-1	1.0
O=C(C1CCN(S(=O)(=O)c2ccccc2)CC1)N1CCCCC1	10	6	-2.4	-0.1	1	1	4	0	-0.6
CC1CN(Cc2c(O)ccc3c(=O)c(-c4ccccc4Cl)coc23)CC(C)O1 (stereo not given)	25	12	1.5	6.3	5	-2	2	57*	2.2
CC1=CC(C)(C)N=C(NC#N)N1	-12	1	-2.6	-2.3	2	1	4	0	-3.1
CN(C(=O)c1ccc(Cl)cc1)C1=CCCCC1CCC#N (stereo not given)	-4	4	-5.8	4.5	-8	-1	-1	-1	-3.6
CCOC(=O)c1nn(-c2ccc(C)c(Cl)c2)c(=O)c(C#N)c1C	2	-13	-2.4	1.3	?	-2	7	4	-2.5
Cc1ccc(C(=O)Nc2ccc(N3CCN(S(C)(=O)=O)CC3)cc2)cc1C	13	1	-0.1	·	?	-3	5	3	0.6
COc1cccc(OCCCN2CCN(S(=O)(=O)c3ccc(NC(C)=O)cc3)CC2)c1	-7	11	-7.0	·	-2	0	-6	-3	4.6
O=C(OCc1nnc(-c2ccccc2)o1)C1CCN(S(=O)(=O)c2cccs2)CC1	0	4	-3.4	-0.5	-5	-2	2	3	-1.8
COC(=O)c1ccc(CSc2nnc3c(n2)[nH]c2ccccc23)cc1	5	-8	-1.3	3.3	7	8	-5	1	0.3
CN(CCCOc1ccccc1F)Cc1ccccc1	4	-7	0.4	-3.7	-4	0	-13	4	0.9
COc1cccc(Cc2n[nH]c(=S)n2Cc2ccco2)c1	5	6	-1.3	·	?	-3	5	-1	-1.2
COc1ccccc1N1CC(C(=O)Nc2nnc(SCC(=O)N3CCOCC3)s2)CC1=O (stereo not given)	-4	2	-1.8	-1.7	6	-7	-4	2	4.3
CN(CC(=O)Nc1ccccc1Br)C(=O)c1ccc(COc2ccccc2)cc1	10	7	-2.2	2.8	-6	-8	-4	2	1.4
O=C(CCC(=O)c1cccs1)OCc1nc2ccccc2s1	-8	5	-2.3	1.4	0	-10	5	3	-0.8
NC(=O)NCCCC(=O)O	-13	8	-1.6	-0.7	-6	5	11	2	2.5
NS(=O)(=O)c1ccc(CCNC(=O)c2ccc(C(=O)c3ccccc3)cc2)cc1	3	8	-3.2	·	8	0	-1	-2	-1.3
CN(C(=O)CSc1nnnn1-c1ccccc1)C1CCS(=O)(=O)C1 (stereo not given)	-10	-2	-4.2	·	-4	0	-8	-1	0.9
COc1ccc(CNc2ncnc3cc(OC)c(OC)cc23)cc1OC	9	6	-0.7	·	1	-8	11	2	1.7
O=C(CC1SC(N2CCCC2)=NC1=O)Nc1ccc(C(=O)N2CCCC(C(F)(F)F)C2)cc1 (stereo not given)	4	-5	-0.7	·	-3	0	5	-1	-1.8
COc1ccc(NC(=O)CCN2C(=O)C3C4CCC(C4)C3C2=O)cc1 (stereo not given)	2	8	-2.4	-0.3	-1	9	6	2	·
O=Cc1ccccc1OCc1nnsc1Cl	-1	-7	-3.8	·	5	-1	-6	1	0.4
CCOc1ccc(NC(=O)c2cccc3c2C(=O)N(CCOC)C3)cc1	0	-3	-0.6	1.2	-20	0	3	0	-0.8
CCN1CCC(O)(C#Cc2ccccc2)CC1	3	0	1.5	0.2	-10	4	-5	3	4.2
SMILES	GDH-TPI inh	PrPC surface inh	FadD28 binding	BioA inh	BoNT-F LC inh	Rv3671c inh	MazF activator	Mtb FBA inh	UGM FP inh
O=C(Nc1ccc(Cl)c(Cl)c1)Nc1cc(C(=O)N2CCOCC2)ccc1N1CCCCC1	4	-4	-0.1	-1.7	-14	2	4	-2	2.0
CCN(C(=O)COC(=O)c1cn(C)c2ccccc12)c1ccc(F)cc1	10	5	-3.8	1.8	13	-2	1	-3	-1.1
O=C(NC1(C(F)(F)F)C(=O)Nc2c1c(=O)[nH]c(=O)n2Cc1ccco1)C1CCCCC1 (stereo not given)	11	1	-1.0	-2.0	-2	1	-7	-2	-0.6
COc1cc2cnc(-c3ccccc3)c(C(=O)c3ccc(F)cc3)c2cc1OC	7	-6	-4.1	1.0	-7	-12	-1	5	1.3
O=C(c1n[nH]c2ccccc12)N1CCN(S(=O)(=O)c2ccc3ccccc3c2)CC1	15	-7	0.2	-1.6	-3	-18	-11	-1	0.9
CCC(CC)C(=O)Nc1nnc(SCC(=O)N2CCN(c3ccccc3OC)CC2)s1	-5	-7	-2.1	·	-7	5	8	1	-0.7
CCOC(=O)c1c[nH]n(-c2ccccc2)c1=O	-5	7	0.0	·	0	-9	1	2	2.2
COCCNC(=O)c1ccc(C)c(NC(=O)C2=C(C)OCCS2)c1	16	4	1.3	-2.5	10	0	9	4	-1.7
COc1cccc(NC(=O)C/C(C)=N/NC(=O)C2CCCCC2)c1	-5	-5	-4.6	-2.1	6	0	2	-1	-2.2
COc1ccc(/C=C/C(=O)c2ccc(NC(=O)c3cccs3)cc2)cc1OC	21	-2	-2.7	·	-11	-81	11	-3	-0.8
CCCN(CCC)c1nc(N(CCC)CCC)[nH]c(=O)n1	4	0	0.8	2.2	-1	-7	1	0	-2.8
Cc1ccccc1Nc1c(-c2cccnc2)nc2cccc(C)n12	9	-8	-1.3	·	-6	11	2	4	-1.9
CCCN(Cc1ccccc1)C(=S)Nc1ccc(SC(F)F)cc1	-1	3	-2.2	·	-12	·	1	1	·
Cc1ccc(-n2nc3c(c2NC(=O)/C=C\c2ccc4c(c2)OCO4)CSC3)c(C)c1	20	-7	-3.5	-0.8	-7	-22	-8	3	-0.4
COC(=O)c1[nH]c2cc(OC)ccc2c1N	12	0	-1.7	1.6	0	-13	2	9	1.4
CC(C)NC(=O)c1ccc2c(c1)N(Cc1ccccc1)C(=O)C(C)(C)O2	15	5	-1.0	-3.6	·	·	-1	5	-0.5
